FH mod: Identification of activators of human fumarate hydratase by quantitative high-throughput screening. hit rate 0.22% among 54,000. FH coupled MDH/diaphorase resazurin fluorescence, 15 min. AID 1347055, 2019. Potency, µM (series often up to 79.9 µM), without a hit: at the top dose activity change, negative = inhibition, hits mostly inhibitors. Fumarate hydratase, mitochondrial (Homo sapiens), P07954; further: the screen sought activators but most active calls are inhibition curves; nearly all actives have a fitted effect of over 45% in size
Target sequence (P07954 whole entry, looked up): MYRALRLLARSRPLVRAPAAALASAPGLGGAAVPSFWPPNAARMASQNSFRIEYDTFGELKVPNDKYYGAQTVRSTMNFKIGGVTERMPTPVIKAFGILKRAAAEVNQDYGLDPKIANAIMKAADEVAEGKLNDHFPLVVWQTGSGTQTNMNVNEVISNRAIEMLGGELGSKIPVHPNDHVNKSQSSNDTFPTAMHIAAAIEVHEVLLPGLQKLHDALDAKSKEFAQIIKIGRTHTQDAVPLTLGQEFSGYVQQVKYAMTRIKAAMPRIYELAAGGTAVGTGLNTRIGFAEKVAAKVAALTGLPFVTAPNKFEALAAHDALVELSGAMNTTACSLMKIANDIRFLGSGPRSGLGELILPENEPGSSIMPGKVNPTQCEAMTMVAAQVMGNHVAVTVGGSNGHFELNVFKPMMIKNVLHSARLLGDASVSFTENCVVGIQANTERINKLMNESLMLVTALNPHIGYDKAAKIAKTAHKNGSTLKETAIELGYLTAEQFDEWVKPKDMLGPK
NTMT1 inhibitor: inhibitors of human N-terminal methyltransferase NTMT1; Potency, µM (top dose mostly 114 µM), for inactives: at the top dose activity change, negative = inhibition, hits mostly inhibitors; hit rate 2.5% among 59,000; NTMT1 MTase-Glo SAH luminescence, purified enzyme;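 further: plate controls were DMSO vehicle for no effect and no enzyme for full effect; nearly all actives have a fitted effect of over 65% in size; many of its hits are not listed in these tables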
Target sequence (Q9BV86 whole entry, looked up): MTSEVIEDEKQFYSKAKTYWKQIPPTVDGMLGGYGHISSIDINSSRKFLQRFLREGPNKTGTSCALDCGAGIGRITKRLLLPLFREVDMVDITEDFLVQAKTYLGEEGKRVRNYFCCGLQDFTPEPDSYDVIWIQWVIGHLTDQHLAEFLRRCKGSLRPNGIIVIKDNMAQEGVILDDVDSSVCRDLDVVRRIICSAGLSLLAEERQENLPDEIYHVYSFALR
Numbers without * were called inactive; ? = inconclusive; & = joins results of further samples; [ ] = remark or other dose. The call rests on the fitted dose curve; in most records, active means well fitted curve in the direction sought with a large enough effect; inconclusive means small, poorly fitted or top-dose-only effect, or another doubt; inactive means no such curve, though single readings can be large; an effect the other way counts as inactive or inconclusive. Unless noted, on the % scale 0 is the no-effect control and ±100 the full control effect; potency means the concentration at half of the fitted maximal effect. Not all compounds are listed; rates above refer to the full screens.

SMILES	FH mod	NTMT1 inhibitor
CN(C)[C@@H]1C(=O)C(C(N)=O)=C(O)[C@@]2(O)C(=O)C3=C(O)c4c(O)cccc4C[C@H]3C[C@@H]12	-8%[53.3 µM]	?
NS(=O)(=O)c1cc2c(cc1C(F)(F)F)NCNS2(=O)=O	0%[53.3 µM]	9%[57.5 µM]
CC1CCC2(C)CCC3(C)C(=CCC4C5(C)CCC(O)C(C)(C(=O)O)C5CCC43C)C2C1C (configuration not stated)	-12%[53.3 µM]	7%[29.8 µM]
COc1cccc(N2CCN(C3=Nc4c(F)cccc4[C@H](CC(=O)O)N3c3cc(C(F)(F)F)ccc3OC)CC2)c1	1%	3%[57.5 µM]
Cc1cc(O)c(C(C)C)cc1Cl	-14%[53.3 µM]	18%[57.5 µM]
COC(=O)C1=CO[C@@H](O[C@@H]2O[C@H](CO)[C@@H](O)[C@H](O)[C@H]2O)[C@@H]2[C@@](C)(O)[C@@H](OC(=O)/C=C/c3ccc(O)cc3)C[C@]12O	0%[53.3 µM]	-2%[29.8 µM]
COc1cc(C(=O)NCc2ccc(OCCN(C)C)cc2)cc(OC)c1OC	8%[53.3 µM]	-9%[57.5 µM]
CC(=O)O[C@H]1[C@H](O)C[C@@]2(C)C(CC[C@]3(C)C2CC=C2C4CC(C)(C)CC[C@]4(C(=O)O)CC[C@]23C)C1(C)C (some centres not stated)	-25%[53.3 µM]	11%[29.8 µM]
CC(=O)Oc1cccc2c1C(=O)c1c(OC(C)=O)cc(C(=O)O)cc1C2=O	-9%[53.3 µM]	53%[activator]
CO[C@H]1/C=C\O[C@@]2(C)Oc3c(C)c(O)c4c(O)c(c5c(nc6cc(C)ccn65)c4c3C2=O)NC(=O)/C(C)=C\C=C/[C@H](C)[C@H](O)[C@@H](C)[C@@H](O)[C@@H](C)[C@H](OC(C)=O)[C@@H]1C	-15%	0%[57.5 µM]
Cc1cn(-c2cc(NC(=O)c3ccc(C)c(Nc4nccc(-c5cccnc5)n4)c3)cc(C(F)(F)F)c2)cn1	9%	21%
CC1(C)CC[C@]2(C(=O)O[C@@H]3O[C@H](CO)[C@@H](O)[C@H](O)[C@H]3O)CC[C@]3(C)C(=CCC4[C@@]5(C)CC[C@H](O[C@@H]6O[C@H](C(=O)O)[C@@H](O[C@@H]7O[C@H](CO)[C@@H](O)[C@H](O)[C@H]7O)[C@H](O)[C@H]6O)C(C)(C)C5CC[C@]43C)C2C1 (some centres not stated)	0%[20.6 µM]	8%[12.6 µM]
CC(CCC1(O)OC2CC3C4CCC5CC(O[C@@H]6O[C@H](CO)[C@@H](O)[C@H](O)[C@H]6O[C@@H]6OC[C@@H](O)[C@H](O)[C@H]6O)C(O)CC5(C)C4CCC3(C)C2C1C)CO[C@@H]1O[C@H](CO)[C@@H](O)[C@H](O)[C@H]1O (some centres not stated)	-8%[20.6 µM]	17%[12.6 µM]
C/C=C1\[C@H](O[C@@H]2O[C@H](CO)[C@@H](O)[C@H](O)[C@H]2O)OC=C(C(=O)OC)[C@H]1CC(=O)OC	3%[53.3 µM]	28%[29.8 µM]
O=C1NC(=O)C(=Cc2ccc3nccc(-c4ccncc4)c3c2)S1	?	?
C=C[C@H]1[C@H](O[C@@H]2O[C@H](CO)[C@@H](O)[C@H](O)[C@H]2O)OC=C(C(=O)OC)[C@H]1CC(=O)O	30%[53.3 µM]	5%[29.8 µM]
CC(CC(C)O[C@@H]1O[C@H](CO)[C@@H](O)[C@H](O)[C@H]1O)OC(=O)/C=C/c1ccc(O)cc1 (some centres not stated)	1%[53.3 µM]	?
O=C1Nc2ccc(Cl)cc2[C@@](C#CC2CC2)(C(F)(F)F)O1	-5%	-1%&-7%[57.5 µM]
C/C=C(\C)C(=O)O[C@@H]1CC2[C@@H](CC=C3C[C@@H](O[C@H]4C[C@H](OC)[C@H](O[C@H]5C[C@H](OC)[C@H](O[C@@H]6O[C@H](C)[C@@H](O[C@H]7C[C@H](OC)[C@H](O[C@@H]8O[C@H](CO)[C@@H](O)[C@H](O)[C@H]8O)[C@@H](C)O7)[C@H](OC)[C@H]6O)[C@@H](C)O5)[C@@H](C)O4)CC[C@@]32C)[C@@]2(O)CC[C@H](C(C)=O)[C@@]12C (some centres not stated)	-1%[13.5 µM]	2%[6.45 µM]
C=C[C@]1(C)C[C@@H](OC(=O)CSC2C[C@H]3CC[C@@H](C2)N3C)[C@]2(C)[C@H](C)CC[C@]3(CCC(=O)[C@H]32)[C@@H](C)[C@@H]1O (some centres not stated)	5%	1%[57.5 µM]
C[C@@H]1CC[C@@]2(OC1)O[C@H]1C[C@H]3[C@@H]4CC[C@H]5C[C@@H](O)CC[C@]5(C)[C@H]4CC(=O)[C@]3(C)[C@H]1[C@@H]2C	-2%[6.31 µM]	11%[6.45 µM]
C=CC(C)(/C=C/c1ccc(O)cc1)CCC=C(C)C (configuration not stated)	?	-14%
CC1(CO)CC[C@]2(C(=O)O[C@@H]3O[C@H](CO)[C@@H](O)[C@H](O)[C@H]3O)CC[C@]3(C)C(=CCC4[C@@]5(C)C[C@H](O)[C@H](O[C@@H]6OC[C@@H](O)[C@H](O)[C@H]6O)[C@@](C)(CO)C5CC[C@]43C)C2C1 (some centres not stated)	3%[20.6 µM]	5%[12.6 µM]
CC1=C(C(=O)OC2CCCCC2)C(c2ccc([N+](=O)[O-])cc2)C2=C(CC(C)(C)CC2=O)N1 (configuration not stated)	-17%	?
O=C(NCCN1CCCC1)c1cc(-c2ccc(CN3CCOCC3)cc2)nc2ccc(F)cc12	10%[53.3 µM]	-16%[29.8 µM]

Compound profiles (already shown).
CC1(CO)CC[C@]2(C(=O)O[C@@H]3O[C@H](CO)[C@@H](O)[C@H](O)[C@H]3O)CC[C@]3(C)C(=CCC4[C@@]5(C)C[C@H](O)[C@H](O[C@@H]6OC[C@@H](O)[C@H](O)[C@H]6O)[C@@](C)(CO)C5CC[C@]43C)C2C1 (some centres not stated) in the list: FH mod: 3%[20.6 µM]; NTMT1 inhibitor: 5%[12.6 µM]
Cc1cn(-c2cc(NC(=O)c3ccc(C)c(Nc4nccc(-c5cccnc5)n4)c3)cc(C(F)(F)F)c2)cn1 in the list: FH mod: 9%; NTMT1 inhibitor: 21%

Continuation:
SMILES	FH mod	NTMT1 inhibitor
C/C=C/C(=O)OC1/C=C/C(O)C(OC(C)=O)CCC(=O)OC1C (configuration not stated)	5%[53.3 µM]	-5%[29.8 µM]
Nc1ccc(S(=O)(=O)c2ccc(N)cc2)cc1	4%[53.3 µM]	22%[57.5 µM]
CCC(C)(OC(C)=O)C(=O)O[C@H]1[C@H](OC(C)=O)[C@]2(CO)[C@H](O)[C@H](O)[C@]3(C)C(=CCC4[C@@]5(C)CC[C@H](O[C@@H]6O[C@H](C(=O)O)[C@@H](O)[C@H](O[C@@H]7OC[C@H](O)[C@H](O[C@@H]8OC[C@H](O)[C@H](O)[C@H]8O)[C@H]7O)[C@H]6O[C@@H]6O[C@H](CO)[C@@H](O)[C@H](O)[C@H]6O)C(C)(C)C5CC[C@]43C)[C@@H]2CC1(C)C (some centres not stated)	1%[13.5 µM]	-6%[6.45 µM]
Clc1cccc(C(c2ccc3nc[nH]c3c2)n2ccnc2)c1 (configuration not stated)	-1%[53.3 µM]	16%
CC1CC(O)/C=C/C(O)/C=C\C(=O)O1 (configuration not stated)	7%	15%
O=C1Nc2ccccc2C(O)(c2ccccc2)C1O (configuration not stated)	3%	7%[57.5 µM]
C[C@@H]1O[C@@H](O[C@H]2[C@H](O)[C@@H](O)[C@H](OC[C@H]3O[C@@H](OC(=O)[C@]45CCC(C)(C)C[C@H]4C4=CCC6[C@@]7(C)CC[C@H](O[C@@H]8OC[C@H](O)[C@H](O[C@@H]9O[C@H](CO)[C@@H](O)[C@H](O)[C@H]9O)[C@H]8O)[C@@](C)(CO)C7CC[C@@]6(C)[C@]4(C)CC5)[C@H](O)[C@@H](O)[C@@H]3O)O[C@@H]2CO)[C@H](O)[C@H](O)[C@H]1O (some centres not stated)	5%[13.5 µM]	-1%[6.45 µM]
CCn1c(=O)c(-c2ccc(-c3cncs3)cc2Cl)cc2cnc(Nc3ccc(N4CCN(C)CC4)cc3)nc21	6%	10%[57.5 µM]
O=C(/C=C/c1nc2ccccc2[nH]1)c1c(-c2ccccc2)c2cc(Cl)ccc2[nH]c1=O	-21%	15%
Cc1nnc(C(C)C)n1C1CC2CCC(C1)N2CC[C@H](NC(=O)C1CCC(F)(F)CC1)c1ccccc1 (some centres not stated)	-3%	5%
C=C[C@H]1[C@H](O[C@@H]2O[C@H](CO[C@@H]3OC[C@](O)(CO)[C@H]3O)[C@@H](O)[C@H](O)[C@H]2O)OC=C2C(=O)OCC[C@H]21	1%[53.3 µM]	8%[29.8 µM]
O=C(O)c1cc(O)c2c(c1)C(=O)c1cccc(O)c1C2=O	0%	?
COC(=O)C1=CO[C@@H](O[C@@H]2O[C@H](CO)[C@@H](O)[C@H](O)[C@H]2O)[C@H]2[C@@H]1CC(OC)O[C@@H]2C (some centres not stated)	0%[53.3 µM]	-17%[29.8 µM]
C=C1C(=O)OC2/C=C(\C)CC3C=C(CC/C=C(\C)CCC12)C(=O)O3 (configuration not stated)	-10%[53.3 µM]	-3%[29.8 µM]
CN1CCc2nc(C(=O)N[C@@H]3C[C@@H](C(=O)N(C)C)CC[C@@H]3NC(=O)C(=O)Nc3ccc(Cl)cn3)sc2C1	3%	2%[57.5 µM]
C[C@@H]1O[C@@H](O[C@H]2[C@H](O)[C@@H](O)[C@H](OC[C@H]3O[C@@H](OC(=O)[C@]45CCC(C)(C)C[C@H]4C4=CCC6[C@@]7(C)C[C@@H](O)[C@H](O)[C@@](C)(CO)C7[C@H](O)C[C@@]6(C)[C@]4(C)CC5)[C@H](O)[C@@H](O)[C@@H]3O)O[C@@H]2CO)[C@H](O)[C@H](O)[C@H]1O (some centres not stated)	-13%[20.6 µM]	14%[12.6 µM]
CC(C)Oc1cc(Nc2nc(N[C@@H](C)c3ccc(F)cn3)ncc2Cl)[nH]n1	?	-22%
CC[C@@H](C)[C@H](NC(=O)[C@H](CC1CCCCC1)NC(=O)c1ccno1)C(=O)N1CCC2(CCc3ccccc32)CC1	-7%	10%
CSC(Cc1ccc(Cl)cc1)C(=O)Nc1ccc(Cl)cc1C(=O)O (configuration not stated)	-37%	17%
COC(=O)C[C@H]1[C@]2(C)C3=C(C)[C@H](c4ccoc4)C[C@H]3O[C@@H]2[C@H](O)C2[C@](C)(C(=O)OC)C=CC(=O)[C@@]21C (some centres not stated)	-15%[53.3 µM]	11%[29.8 µM]
Cc1ccc2c(c1)c1c3n2CCNC3CCC1 (configuration not stated)	7%[53.3 µM]	-13%[57.5 µM]
O=C(Nc1ncc(-c2cc(C(F)F)nn2-c2c(Cl)cccc2Cl)s1)C1CC1	-8%	?
O=C1NC2CCCCN2C12CCN(CCCN1c3ccccc3CCc3ccc(Cl)cc31)CC2 (configuration not stated)	-4%[53.3 µM]	?
COc1cccc2cc3c(c(O[C@@H]4O[C@H](CO[C@@H]5O[C@H](CO)[C@@H](O)[C@H](O)[C@H]5O)[C@@H](O)[C@H](O)[C@H]4O)c12)C(C)OC3=O (some centres not stated)	-8%[53.3 µM]	12%[29.8 µM]
CC(C)OC(=O)c1cc(C(=O)OC(C)C)cc([N+](=O)[O-])c1	-5%	?
COc1cc(/C=C/C(=O)O[C@H]2[C@H](O)[C@@H](CO)O[C@@]2(CO)O[C@H]2O[C@H](COC(=O)c3ccc(O)cc3)[C@@H](O)[C@H](O)[C@H]2O)cc(OC)c1OC	7%[20.6 µM]	16%[12.6 µM]
CCC(C)/C=C(C)/C=C/C(=O)C1CCC(O)C(C)(O)C1=O (configuration not stated)	0%	-2%[57.5 µM]
Cc1ccccc1Sc1ccc(/C=C2\SC(=S)NC2=O)cc1[N+](=O)[O-]	28µM*	25µM*

Part of the list above, as labelled records:
CC(C)OC(=O)c1cc(C(=O)OC(C)C)cc([N+](=O)[O-])c1
  FH mod = -5%
  NTMT1 inhibitor = ?

Nc1ccc(S(=O)(=O)c2ccc(N)cc2)cc1
  FH mod = 4%[53.3 µM]
  NTMT1 inhibitor = 22%[57.5 µM]

C[C@@H]1O[C@@H](O[C@H]2[C@H](O)[C@@H](O)[C@H](OC[C@H]3O[C@@H](OC(=O)[C@]45CCC(C)(C)C[C@H]4C4=CCC6[C@@]7(C)C[C@@H](O)[C@H](O)[C@@](C)(CO)C7[C@H](O)C[C@@]6(C)[C@]4(C)CC5)[C@H](O)[C@@H](O)[C@@H]3O)O[C@@H]2CO)[C@H](O)[C@H](O)[C@H]1O (some centres not stated)
  FH mod = -13%[20.6 µM]
  NTMT1 inhibitor = 14%[12.6 µM]

Clc1cccc(C(c2ccc3nc[nH]c3c2)n2ccnc2)c1 (configuration not stated)
  FH mod = -1%[53.3 µM]
  NTMT1 inhibitor = 16%

Source: PubChem
